# Bioassay records deposited in PubChem BioAssay by several laboratories.
# 14-3-3 Bad PPI – disrupts binding of bovine 14-3-3 zeta to phospho-Bad peptide; P63103; TR-FRET 14-3-3zeta/Dy647-pBad peptide displacement, 1 h; inhibition, % at 21.7 µM; hit rate 0.71% among 220,000; AID 781;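 active = inhibition above about 70%, limit read from the data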;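 note: 0% = full 14-3-3 plus peptide FRET controls and 100% = background without 14-3-3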
# Target sequence (P63103 whole entry, looked up): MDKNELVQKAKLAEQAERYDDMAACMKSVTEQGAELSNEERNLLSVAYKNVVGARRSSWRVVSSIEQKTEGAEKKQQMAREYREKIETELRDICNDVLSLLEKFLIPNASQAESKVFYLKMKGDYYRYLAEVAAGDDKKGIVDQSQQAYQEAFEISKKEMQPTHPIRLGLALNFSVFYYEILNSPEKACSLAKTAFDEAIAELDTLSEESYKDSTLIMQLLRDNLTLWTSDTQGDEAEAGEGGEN
# zfTRPN1 agonist – activates the zebrafish TRPN1 channel; hit rate 0.18% among 220,000; activation, % at 3 µM; HEK293 zebrafish TRPN1-YFP, Fluo-8 calcium fluorescence; 100% = response to 87 µM carbachol;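 active = activation above its plate's cutoff, the mean activation of test wells on that plate plus 3 SD, cut at about 19% in these data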;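 note: 0% = DMSO alone and 100% = 87 µM carbachol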
#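 System: zebrafish TRPN1-YFP in HEK293 cells / Dosing: 3 µM single point / Timing: dye loading 1 h at 37 °C, then 30 min room temperature / Signal: Fluo-8 calcium fluorescence, excitation 470-495 nm, emission 515-575 nm / Read-out basis: percent activation from peak over basal fluorescence ratio, control-normalized / Control set: high carbachol 87 µM, low DMSO alone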
# CHOP inhibitor – inhibitors of CHOP induction in ER stress response; CHO-K1 CHOP-promoter luciferase, tunicamycin-induced, 15-18 h; inhibition, % at 10 µM; hit rate 3.8% among 220,000; AID 2732;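 active = compounds that reduced the stress-induced luciferase reporter signal by more than about 70% of percent inhibition, limit read from the data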;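 note: 0% = tunicamycin plus vehicle and 100% = wells without tunicamycin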
# TRPML3 agonist – agonists of human TRPML3 channel; Q8TDD5; HEK293 TRPML3-YFP, Fluo-8 calcium fluorescence; 100% = the carbachol control signal; activation, % at 3 µM; hit rate 0.29% among 220,000; AID 1448;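 active = activation above its plate's cutoff, the mean activation of the plate's test wells plus 3 SD, cut at about 12% in these data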;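 note: 0% = DMSO only wells and 100% = carbachol wells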
#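 Test system: HEK293 cells stably carrying human TRPML3-YFP; Doses: single dose, 3 µM final nominal compound, 0.3% DMSO final; Schedule: dye loading 1 h 37 °C then 30 min ambient, 125 s read; Technique: Fluo-8 calcium fluorescence; Benchmarks: high control carbachol 87 µM, low control DMSO.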
# NPY Y1 blocker – blocks the human neuropeptide Y Y1 receptor; P25929; HEK293-CNG Y1 cells, membrane potential fluorescence; NPY at EC95, then isoproterenol; inhibition, % at 3.6 µM; hit rate 1% among 200,000; AID 1040;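 active = inhibition above the campaign mean inhibition of all tested compounds plus 3 SD, cut at about 20% in these data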;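 note: 0% = DMSO wells given NPY plus isoproterenol and 100% = isoproterenol alone without NPY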
# Target sequence (P25929 whole entry, looked up): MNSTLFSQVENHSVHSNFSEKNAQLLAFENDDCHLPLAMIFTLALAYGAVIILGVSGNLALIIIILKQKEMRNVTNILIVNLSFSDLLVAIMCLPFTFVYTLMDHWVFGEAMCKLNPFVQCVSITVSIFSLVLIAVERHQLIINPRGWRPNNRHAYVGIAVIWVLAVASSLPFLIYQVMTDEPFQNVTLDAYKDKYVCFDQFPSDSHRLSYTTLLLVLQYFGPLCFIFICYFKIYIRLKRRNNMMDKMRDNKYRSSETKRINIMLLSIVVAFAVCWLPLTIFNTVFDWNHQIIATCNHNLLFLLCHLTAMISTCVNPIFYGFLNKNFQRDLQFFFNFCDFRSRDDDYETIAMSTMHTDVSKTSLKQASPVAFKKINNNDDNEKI
#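 Material: HEK293 Y1/CNG channel cell line | Also added: NPY (25 nM), isoproterenol (1 µM), Ro 20-1724 (25 µM) | Compound: One concentration, 3.6 µM, in 0.4% DMSO | Schedule: 3 h dye uptake, 1 h room-temperature compound, 45 min post-isoproterenol | Signal: Membrane-potential fluorescent dye readout | Read-out: % inhibition of NPY effect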
# NPY1 pot ag – human NPY-Y1 potentiation or agonism, primary screen. P25929. hit rate 0.37% among 220,000. AID 1304. activation, % at 3.6 µM. NPY-Y1 expressing cells, potentiator/agonist activation; in the data active = activation above about 33%, passing the limit was not always enough;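 note: cells stimulated with NPY at EC10 then isoproterenol at EC100; 0% = low agonist plus stimulus and 100% = saturating agonist plus stimulus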
# PPC-1+TRAIL kill – compounds killing PPC-1 cancer cells with TRAIL present (potentiator screen, no TRAIL-free arm) | PPC-1 cells + TRAIL, ATPLite viability luminescence | cell killing (% activity), % at 4 µM | hit rate 0.41% among 220,000 | AID 1443;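 active = cell killing above 50% in the first pass at 4 µM, then a duplicate retest at 5 µM averaging 50% or more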;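 note: plate controls were cells with TRAIL plus DMSO for no effect and medium-only wells lacking cells for full effect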
# EP2 mod – modulators of human EP2 prostaglandin E2 receptor | P43116 | EP2-expressing cells, cAMP HTRF FRET, PGE2 co-stimulation | induction, % at 25 µM | hit rate 0.83% among 260,000 | AID 940;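 active = compounds whose cAMP rise, as percent of the full-agonist control response, exceeds 60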;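 note: rat C6 glioma line stably carrying human EP2 under a CMV promoter; the protocol text gives 20 µM as final concentration; 100% = response of wells given 1 µM PGE2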
# Target sequence (P43116 whole entry, looked up): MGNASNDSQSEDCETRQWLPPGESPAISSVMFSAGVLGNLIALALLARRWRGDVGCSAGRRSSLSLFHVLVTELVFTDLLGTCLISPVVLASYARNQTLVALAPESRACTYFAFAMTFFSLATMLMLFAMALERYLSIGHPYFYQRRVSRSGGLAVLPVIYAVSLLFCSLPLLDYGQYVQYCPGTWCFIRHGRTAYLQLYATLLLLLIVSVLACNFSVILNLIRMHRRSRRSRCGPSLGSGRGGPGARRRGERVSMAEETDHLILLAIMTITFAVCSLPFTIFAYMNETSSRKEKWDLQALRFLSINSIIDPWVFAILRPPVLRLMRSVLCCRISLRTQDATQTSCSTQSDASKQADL
# PGE2 EP2 inh – EP2 receptor (human) inhibition; P43116; C6 glioma cells expressing human EP2, cAMP TR-FRET; cells stimulated with saturating PGE2; inhibition, % at 25 µM; hit rate 0.52% among 260,000;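 active = percent inhibition above 40 after rounding to a whole number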;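 note: rat C6 glioma host cells with rolipram phosphodiesterase inhibitor present; the protocol text gives 20 µM as final concentration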
# Numbers without * were called inactive; / = not tested or not shown; [ ] = remark or other dose. Only part of the results is shown; rates above refer to the full screens.
SMILES,14-3-3 Bad PPI,zfTRPN1 agonist,CHOP inhibitor,TRPML3 agonist,NPY Y1 blocker,NPY1 pot ag,PPC-1+TRAIL kill,EP2 mod,PGE2 EP2 inh
CCC1(C)OC(=O)N(CCCn2ccnc2C)C1(C)O (configuration not stated),6,0.3,-2,0.9,-2,1,-5,-3,12
Cn1cc(C(N)=O)c2ccccc21,11,1.2,18,0.8,-2,-13,-1,-13,17
C[N+](C)(C)CCOC(=O)C1(c2ccccc2)CCCC1,7[fluorescence artefact?],-0.6,-32,0.2,-2,-11,-28,-2,14
CCN(C(=O)C(C)OC(=O)C1C(C(=O)OC)=C(C)NC(C)=C1C(=O)OC)c1ccccc1 (configuration not stated),5,-0.9,-12,-0.1,0,-9,5,-15,1
CCCCn1nc2cc(C(=O)NCCc3ccc(C)cc3)ccc2c1OCC,2,-0.8,25,-1.4,3,-6,34,-33,11
COc1ccc(NC(=O)CSc2ncnc3c2cnn3Cc2ccccc2)cc1OC,-18[fluorescence artefact?],-1.0,23,0.9,1,-26,23,14,3
CC(=O)N1CCN(c2ccnc3cc(Cl)ccc23)CC1,0,0.0,-8,0.5,/,6,-1,7,7
CCOC(=O)CCC(NC(=O)c1ccc(NCN2C(=O)CCC2=O)cc1)C(=O)OCC (configuration not stated),5,0.6,-14,0.9,9,-23,0,9,11
Cc1ccccc1OCC(=O)NCCC(=O)O,6,1.0,10,0.2,-1,-15,15,19,12
CN(CCc1cn[nH]c1)Cc1nc(C(c2ccccc2)c2ccccc2)no1,-10,-0.7,29,-0.3,-1,9,/,30,4
CCN(CC)S(=O)(=O)c1cc(Cl)ccc1OC,-8,-0.7,8,0.9,5,-18,12,35,7
CCc1nnc(NC(=O)CSc2ncc(-c3ccccc3)[nH]2)s1,-25[fluorescence artefact?],-0.3,6,-0.4,4,-7,12,-4,4
CCCc1nnc(NC(=O)C(=O)NCCN(CC)CC)s1,-1,-0.9,1,1.0,/,-5,-2,11,9
COc1cc(Cn2c(-c3ccc(O)c(OC)c3)nc3ccccc32)ccc1O,-2,1.9,14,0.4,/,-3,10,55,5
O=C(Nc1cccnc1)C1CCCN1S(=O)(=O)c1ccc(Cl)c(Cl)c1 (configuration not stated),4,1.9,25,0.6,-6,13,3,-1,0
O=C(COC(=O)c1cnccn1)Nc1ccc2c(c1)OCO2,-5[fluorescence artefact?],2.2,-3,0.3,3,-27,17,0,10
CCN(CC)S(=O)(=O)c1ccc(OC)c(NC(=O)c2cccc(C)c2[N+](=O)[O-])c1,8,0.9,9,-0.4,0,4,8,-17,10
O=C(CCCNC(=O)/C(=C/c1ccccc1F)NC(=O)c1ccccc1)OCc1ccccc1,5,-2.0,-2,-0.5,12,-29,28,31,2
COc1ccc(CCn2c(=S)[nH]c3cc(C(=O)NCc4ccco4)ccc3c2=O)cc1OC,77*,1.9,96*,0.4,5,-20,8,-13,/
CCOC(=O)C(Oc1ccc2c(-c3ccccc3)cc(=O)oc2c1)c1ccccc1 (configuration not stated),-22[fluorescence artefact?],0.1,33,0.5,12,-50,9,26,7
COc1ccc(/C=N/NC(=O)CCc2n[nH]c(=O)[nH]c2=O)cc1OC,-5,1.7,-9,0.3,0,5,-6,25,7
CC(C)=CC(O)C/C(C)=C/COc1ccc2ccc(=O)oc2c1 (configuration not stated),-5,/,6,/,/,/,-10,-4,19
COc1cc(OC)c(C(=O)Oc2ccc3c(c2)OCO3)cc1OC,3,0.6,-8,-0.2,3,0,-7,34,14
COc1ccc2nc(SCC(=O)Nc3cc(OC)c(OC)cc3C(=O)O)c(C)cc2c1,-9,0.2,28,0.9,0,5,22,21,6
CN1CCN(c2ccccc2NC(=O)c2cc3ccccc3o2)CC1,-4,1.8,-15,0.7,7,-14,10,0,12
SMILES,14-3-3 Bad PPI,zfTRPN1 agonist,CHOP inhibitor,TRPML3 agonist,NPY Y1 blocker,NPY1 pot ag,PPC-1+TRAIL kill,EP2 mod,PGE2 EP2 inh
Clc1ccc(CN2C3=NCCN3c3ccccc32)cc1Cl,-4[fluorescence artefact?],0.7,26,0.9,39*,-11,16,26,4
CCCCCn1c(N2CCN(Cc3ccccc3)CC2)nc2c1c(=O)[nH]c(=O)n2C,8,-0.5,34,-0.6,-1,-1,1,43,5
CC1=C(C(=O)OC(C)C)C(c2ccco2)NC(=O)N1 (configuration not stated),-8,-0.5,-5,-0.1,2,-16,5,12,0
O=C1CCc2cc(S(=O)(=O)NCCC(=O)NC3CCN(Cc4ccccc4)CC3)ccc2N1,4,0.8,6,-0.4,0,14,2,5,12
CCN(CC)Cc1oc(CO)cc(=O)c1O,41,0.8,23,0.5,0,2,11,20,13
Cn1c(=O)c2cc(S(=O)(=O)NCCC(=O)N3CC=C(c4ccccc4)CC3)ccc2n(C)c1=O,-23,-0.6,34,-0.3,3,-9,15,2,2
O=C(Nn1c(-c2ccc(Br)cc2)nc2ccccc2c1=O)c1cccnc1,9,1.6,-3,0.6,3,-3,33,16,5
COC(=O)Cc1c(O)ccn(Cc2ccccc2OC)c1=O,-19,0.1,14,0.9,-1,-8,-25,14,11
Cc1ccc(CNC(=O)/C=C/c2ccc(S(=O)(=O)NCc3ccco3)cc2)cc1,-14,-1.3,42,0.2,1,-8,15,-96,8
Cc1ccc(S(=O)(=O)NC(C(=O)N2CCOCCOCCOCCOCC2)c2ccccc2)cc1 (configuration not stated),-4,0.4,10,0.3,6,9,-14,13,12
O=C(CCCc1nc(-c2ccccc2)no1)NCc1cccnc1,-5,2.5,2,1.2,1,6,13,19,6
O=C(O)CCc1ccc(-c2ccc(Cl)cc2)n1CCC(=O)O,0[fluorescence artefact?],0.8,-15,-0.1,4,22,5,11,5
Cc1cc(Cl)cc(C)c1OCC(=O)O,-1[fluorescence artefact?],/,-1,/,/,/,16,-7,31
O=[N+]([O-])c1ccc(NNC(=S)Nc2ccccc2)cc1,6,0.7,6,0.6,-2,10,3,12,/
Cc1ccc(NC(=O)c2cc(-c3ccc(C)o3)nc3ccccc23)nc1,-5,-0.8,-34,0.2,-8,1,33,-11,14
Cc1cc(C)n(CC(O)CN2C(=O)NC(C)(C)C2=O)n1 (configuration not stated),1,-0.5,-21,1.3,2,2,11,10,9
COc1ccc(-c2coc3c(CN4CCOCC4)c(O)ccc3c2=O)cc1,12,1.9,-5,0.4,/,14,-2,24,7
CCOC(=O)c1nnn(-c2nonc2-n2cccc2)c1CN1CCCCC1,/,-2.2,87*,0.7,-4,-2,2,63*,11
O=C(O)CCC(=O)N1CCOc2ccc(Cl)cc21,-1,0.3,5,0.9,-2,6,6,3,18
CC1(C)CC(=O)C(=CN2CCN(C(=O)c3ccco3)CC2)C(=O)C1,-2,0.3,40,0.3,7,-30,-8,-1,18
Cc1[nH]c2ccccc2c1C(=O)CSc1cccc[n+]1[O-],4,0.8,9,-0.5,/,0,8,-17,11
COc1ccc(C(CC(=O)NCCN2CCOCC2)NS(=O)(=O)c2ccc(C)cc2)cc1 (configuration not stated),-6[fluorescence artefact?],-1.0,2,0.6,1,-2,-8,11,/
O=C(c1cccs1)N1CCC(c2nc3ccccc3s2)CC1,-1,3.2,3,1.4,1,8,13,-9,4
Clc1cccc(CNCCNCc2cccc(Cl)c2)c1,6,-0.6,17,0.7,8,-3,-6,9,3
CCn1c(=O)cc(SCC(=O)NCC2CCCO2)c2ccccc21 (configuration not stated),1,0.2,6,1.2,-5,2,-2,28,12
SMILES,14-3-3 Bad PPI,zfTRPN1 agonist,CHOP inhibitor,TRPML3 agonist,NPY Y1 blocker,NPY1 pot ag,PPC-1+TRAIL kill,EP2 mod,PGE2 EP2 inh
COc1ccc(C(=O)OCCOc2ccccc2C(C)=O)c(O)c1,6,0.8,-10,0.5,12,-14,13,-41,2
O=C(O)c1ccc(COc2ccccc2[N+](=O)[O-])o1,4[fluorescence artefact?],0.3,-5,0.6,2,-11,25,7,2
CCOC(=O)C1(CCCc2ccccc2)CCN(C(=O)C(C)n2cncn2)CC1 (configuration not stated),-16,0.4,-5,0.1,-1,-3,24,-24,4
CC(=O)c1ccc(NC(=O)C2CC(=O)N(C(C)C)C2)cc1 (configuration not stated),-6,0.6,5,0.6,8,16,28,25,9
CC(C)OP(=O)(OC(C)C)C(Nc1ccccn1)c1ccc(F)cc1 (configuration not stated),0,1.7,30,0.1,2,9,23,7,1
Cc1ccc(Cl)c(NC(=O)CN(C)CC(=O)Nc2ccc(F)c(F)c2F)c1Cl,-12,-2.0,24,1.1,11,7,19,12,9
COc1ccc2[nH]c(=O)c(CN(Cc3cccnc3)C(=S)NCC3CCCO3)cc2c1 (configuration not stated),-6,1.4,-18,0.3,3,18,6,-52,1
C/C(=N\NC(=O)c1ccoc1C)c1cccnc1,-7,1.5,26,0.3,-4,-17,-1,-5,6

# Among those listed so far, these have a furan ring, fused or not:
SMILES,14-3-3 Bad PPI,zfTRPN1 agonist,CHOP inhibitor,TRPML3 agonist,NPY Y1 blocker,NPY1 pot ag,PPC-1+TRAIL kill,EP2 mod,PGE2 EP2 inh
COc1ccc(CCn2c(=S)[nH]c3cc(C(=O)NCc4ccco4)ccc3c2=O)cc1OC,77*,1.9,96*,0.4,5,-20,8,-13,/
CN1CCN(c2ccccc2NC(=O)c2cc3ccccc3o2)CC1,-4,1.8,-15,0.7,7,-14,10,0,12
CC1=C(C(=O)OC(C)C)C(c2ccco2)NC(=O)N1 (configuration not stated),-8,-0.5,-5,-0.1,2,-16,5,12,0
Cc1ccc(CNC(=O)/C=C/c2ccc(S(=O)(=O)NCc3ccco3)cc2)cc1,-14,-1.3,42,0.2,1,-8,15,-96,8
Cc1ccc(NC(=O)c2cc(-c3ccc(C)o3)nc3ccccc23)nc1,-5,-0.8,-34,0.2,-8,1,33,-11,14
CC1(C)CC(=O)C(=CN2CCN(C(=O)c3ccco3)CC2)C(=O)C1,-2,0.3,40,0.3,7,-30,-8,-1,18
O=C(O)c1ccc(COc2ccccc2[N+](=O)[O-])o1,4[fluorescence artefact?],0.3,-5,0.6,2,-11,25,7,2
C/C(=N\NC(=O)c1ccoc1C)c1cccnc1,-7,1.5,26,0.3,-4,-17,-1,-5,6
